SW480 rerep – A quantitative high throughput screen for small molecules that induce DNA re-replication in SW480 colon adenocarcinoma cells. SW480 DNA re-replication, Hoechst DNA content imaging, 48 h. Potency, µM (doses to about 46.1 µM), without a hit: top-dose re-replication activation, actives largely listed as activators. 340,000 compounds, 1.8% hits. AID 624297, 2012; further: potency means the concentration at half of the fitted maximal effect; % of control where 0% means no effect; nearly all actives have a fitted effect of over 55% in size
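DNA re-replication was detected as more nuclei of elevated Hoechst intensity after 48 hr exposure to compound (23 nL pinned per well of 250 cells).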
ATXN2 expr inh – Primary qHTS for Inhibitors of ATXN expression; 360,000 compounds, 0.72% hits; Potency, µM (series often up to 57 µM), without a hit: at the highest dose activity change, negative = inhibition, most hits filed as inhibitors; HEK-293 ATXN2-luciferase reporter, luminescence, 24 h; further: potency means the concentration at half of the fitted maximal effect; on the % scale 0 is the no-effect control and ±100 the full control effect; nearly all actives have a fitted effect of over 55% in size
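qHTS (up to 57 uM final) was run with 24 h compound exposure of reporter cells at 37 °C. Each well was multiplexed: SteadyGlo luminescence measured ATXN2-luciferase expression after a fluorogenic Gly-Phe-AFC viability readout (25 uM final).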
KB-V1 MDR tox – qHTS assay for MDR1-selective chemotherapeutics: Primary screen using the drug-selected MDR subline cells KB-V1; KB-V1 MDR cells viability, CellTiter-Glo, 72 h; Potency, µM (highest dose often 46.1 µM), inactives show top-dose activity change, negative = cytotoxicity, actives largely listed as cytotoxic; 400,000 compounds, 3.4% hits; further: potency means the concentration at half of the fitted maximal effect; on the % scale 0 is the no-effect control and ±100 the full control effect; nearly all actives have a fitted effect of over 60% in size
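Luminescent ATP read-out (CellTiter-Glo, 10 min) measures survival of drug-selected KB-V1 MDR cells after 72 h, 37 degrees C compound exposure. Medium: phenol-red-free DMEM, 10% FBS. Values from fitted concentration-response curves.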
HT1080NT lethal – qHTS for induction of synthetic lethality in tumor cells producing 2HG: qHTS for the HT-1080-NT fibrosarcoma cell line; AID 686970, 2013; 360,000 compounds, 1.6% hits; Potency, µM (doses to about 46.1 µM), without a hit: top-dose activity, negative = less viability, most hits filed as cytotoxic; HT-1080-NT fibrosarcoma viability, CellTiter-Glo ATP luminescence, 48 h;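 further: NT is the 2HG producing partner of a matched IDH1 knockdown line; potency means the concentration at half of the fitted maximal effect; 0% = DMSO-treated cells and -100% = media-only wells without cells; nearly all actives have a fitted effect of over 55% in size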
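Fibrosarcoma NT cells, 750 per well in 5% FBS RPMI, were exposed to compound for 48 hours. Viability: CellTiter-Glo luminescence.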
WRN helicase inh – qHTS for Inhibitors of WRN Helicase. Bifunctional 3'-5' exonuclease/ATP-dependent helicase WRN (Homo sapiens), Q14191. WRN helicase unwinding, fluorescent forked duplex, kinetic. Potency, µM (titrated, usually from 114 µM), for the others: top-dose activity change, negative = inhibition, usual class: inhibitors. 360,000 compounds, 0.46% hits; further: potency means the concentration at half of the fitted maximal effect; on the % scale 0 is the no-effect control and ±100 the full control effect; nearly all actives have a fitted effect of over 55% in size
Target sequence (Q14191 whole entry, looked up): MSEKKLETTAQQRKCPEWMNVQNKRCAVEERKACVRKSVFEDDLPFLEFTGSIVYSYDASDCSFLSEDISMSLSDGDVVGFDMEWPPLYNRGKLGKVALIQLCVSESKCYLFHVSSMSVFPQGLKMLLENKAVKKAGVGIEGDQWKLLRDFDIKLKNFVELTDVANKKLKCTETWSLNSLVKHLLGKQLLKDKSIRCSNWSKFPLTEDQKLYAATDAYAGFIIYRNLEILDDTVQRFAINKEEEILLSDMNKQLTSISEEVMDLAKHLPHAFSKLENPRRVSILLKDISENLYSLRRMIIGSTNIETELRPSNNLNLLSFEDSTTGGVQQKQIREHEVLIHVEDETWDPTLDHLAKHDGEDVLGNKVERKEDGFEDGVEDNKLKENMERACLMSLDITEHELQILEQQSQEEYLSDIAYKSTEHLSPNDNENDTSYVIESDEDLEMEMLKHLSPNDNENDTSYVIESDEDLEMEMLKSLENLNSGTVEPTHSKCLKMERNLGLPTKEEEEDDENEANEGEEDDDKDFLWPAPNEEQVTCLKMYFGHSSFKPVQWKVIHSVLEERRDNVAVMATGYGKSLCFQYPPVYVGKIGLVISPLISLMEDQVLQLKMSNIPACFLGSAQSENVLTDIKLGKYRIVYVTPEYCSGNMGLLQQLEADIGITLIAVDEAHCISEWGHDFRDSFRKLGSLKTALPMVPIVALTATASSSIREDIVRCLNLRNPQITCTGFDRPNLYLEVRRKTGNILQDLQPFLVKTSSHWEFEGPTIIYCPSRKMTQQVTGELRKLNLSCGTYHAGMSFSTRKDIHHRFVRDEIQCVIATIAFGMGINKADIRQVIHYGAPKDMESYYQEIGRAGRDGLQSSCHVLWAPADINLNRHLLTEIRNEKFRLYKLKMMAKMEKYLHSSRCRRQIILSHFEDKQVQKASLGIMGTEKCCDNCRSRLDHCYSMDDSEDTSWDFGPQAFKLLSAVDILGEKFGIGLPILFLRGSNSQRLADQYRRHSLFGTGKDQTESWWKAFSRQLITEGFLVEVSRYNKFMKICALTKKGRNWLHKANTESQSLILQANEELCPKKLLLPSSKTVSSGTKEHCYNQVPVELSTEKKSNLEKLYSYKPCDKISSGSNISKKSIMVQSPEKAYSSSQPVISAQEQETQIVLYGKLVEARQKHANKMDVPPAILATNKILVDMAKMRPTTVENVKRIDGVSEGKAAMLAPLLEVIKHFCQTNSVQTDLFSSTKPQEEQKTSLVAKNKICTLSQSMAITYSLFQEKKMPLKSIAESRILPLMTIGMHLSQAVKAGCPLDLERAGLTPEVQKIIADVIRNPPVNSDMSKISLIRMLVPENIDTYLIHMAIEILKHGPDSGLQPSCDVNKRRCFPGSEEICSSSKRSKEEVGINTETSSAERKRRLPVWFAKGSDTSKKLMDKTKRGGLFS
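Kinetic fluorescence helicase assay: unwinding of a quenched forked DNA duplex (100 nM final) with 2 mM ATP final raises red fluorescence (525/598 nm). Compounds sat 15 min at room temperature with 20 nM WRN beforehand.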
IL-1B inflam inh – qHTS for Inhibitors of Inflammasome Signaling: IL-1-beta AlphaLISA Primary Screen. 360,000 compounds, 4.7% hits. activity change, % at 57.5 µM. THP-1 LPS/ATP IL-1B secretion, AlphaLISA, 16 h; hits give low values; in the data active means activity change below about -50%; inconclusive means mostly about -30% to -49%; further: on the % scale 0 is the no-effect control and ±100 the full control effect
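THP-1 cells pretreated 1 hr with compounds (up to 57.5 uM final), then stimulated with LPS (250 ng/mL final) plus ATP (1.25 mM final); secreted IL-1B measured by AlphaLISA after 16 hr, decreased signal indicating inhibition.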
MCF10A rerep – A quantitative high throughput screen for small molecules that induce DNA re-replication in MCF 10a normal breast cells; MCF 10A DNA re-replication, Hoechst nuclear intensity, 48 h; Potency, µM (doses to about 46.1 µM), inactives show at the top dose activity, positive = re-replication, actives largely listed as activators; 350,000 compounds, 2.9% hits; AID 624296, 2012; further: potency means the concentration at half of the fitted maximal effect; % of control where 0% means no effect; nearly all actives have a fitted effect of over 50% in size
KB-3-1 cytotox – qHTS assay for MDR1-selective chemotherapeutics: Primary screen using the parental adenocarcinoma cell KB-3-1; KB-3-1 viability, CellTiter-Glo ATP luminescence, 72 h; Potency, µM (series often up to 46.1 µM), for inactives: at the top dose activity change, negative = cytotoxic, usual class: cytotoxic; 400,000 compounds, 1.4% hits; further: potency means the concentration at half of the fitted maximal effect; on the % scale 0 is the no-effect control and ±100 the full control effect; nearly all actives have a fitted effect of over 60% in size
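Viability of parental KB-3-1 cells, measured by CellTiter-Glo luminescence, followed a 72 h incubation at 37 °C with pinned compounds in phenol-red-free DMEM containing 10% FBS.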
HT1080 IDH1KD tx – qHTS for induction of synthetic lethality in tumor cells producing 2HG: qHTS for the HT-1080-IDH1KD cell line; HT-1080 IDH1 knockdown viability, ATP luminescence, 48 h; Potency, µM (highest dose often 46.1 µM), inactives show at the top dose activity, negative = toxicity, most hits filed as cytotoxic; 360,000 compounds, 2% hits; AID 686971, 2013;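 further: potency means the concentration at half of the fitted maximal effect; 0% = DMSO wells and -100% = cell-free medium wells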
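% activity derives from luminescence (CellTiter-Glo), normalised to DMSO and no-cell wells. HT-1080-IDH1KD cells, 750/well, had 48 h compound exposure at 37 °C.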
An asterisk follows results filed as active; u = inconclusive; x = not tested or not shown; [ ] = another dose, or the depositor's remark. Unless noted, the call rests on the fitted dose curve; in most records, active means well fitted curve in the direction sought with a large enough effect; inconclusive means small, poorly fitted or top-dose-only effect, or another doubt; inactive means no such curve, though single readings can be large; an effect the other way counts as inactive or inconclusive.

SMILES | SW480 rerep | ATXN2 expr inh | KB-V1 MDR tox | HT1080NT lethal | WRN helicase inh | IL-1B inflam inh | MCF10A rerep | KB-3-1 cytotox | HT1080 IDH1KD tx
COc1ccc(N(C(=O)c2ccccc2OC(C)=O)C(C)C2CC2)cc1 (stereo not given) | -6% | -11% | 0% | -8% | 4% | 10 | 253%[0.0737 µM] | -6% | 6%
CC(C)c1ccc(NC(=O)c2ccccc2NC(=O)C2CC=CCC2C(=O)O)cc1 (stereo not given) | -8% | 39%[activator] | u | -10% | 3% | 2 | 1% | -4% | -3%
COc1ccc(NC(=O)c2cc(S(=O)(=O)N3CCOCC3)ccc2C)cc1S(=O)(=O)N1CCOCC1 | -7% | -5% | u | 7% | -7% | 4 | -2% | 17% | 7%
CC1Oc2ccccc2C=C1C1/C(=C(/O)c2ccccc2)C(=O)C(=O)N1CCCN(C)C (stereo not given) | -2% | 7% | 4% | 13% | 13% | 14 | -1% | -8% | 14%
CCCC(NC(=O)C(C)Sc1nnnn1C1CC1)c1ccccc1 (stereo not given) | -2% | x | -4% | 0% | 7% | -2 | -9% | -5% | -2%
CC1(C)CC(NS(=O)(=O)c2cccc3ccccc23)CC(C)(C)N1 | -1% | -3% | -8% | -5% | 7% | -3 | 0% | -1% | -6%
CCOc1ccc(CCNS(=O)(=O)c2ccc3c(c2)NC(=O)CO3)cc1OCC | -22% | -14% | 6% | 3% | 8% | -4 | 0% | -3% | -3%
O=C(NC(=S)Nc1cc(C(F)(F)F)ccc1N1CCOCC1)c1ccc(-c2cccc(Cl)c2)o1 | -31%[inhibitor] | 12% | u | 6% | -7% | u | -1% | -14% | 11%
CCCOc1ccc(C=Nc2ccc(OC)c(S(=O)(=O)N3CCOCC3)c2)c(O)c1 | 13% | 0% | -6% | -7% | -6% | 7 | -2% | -4% | -8%
CNC(=O)CSc1nc2cccnc2n1C1CCCCC1 | -12% | x | -7% | 7% | 2% | 19 | 4% | -9% | 4%
Cc1ccc(C(=O)CSc2nc(-c3ccccc3)cc(=O)[nH]2)cc1 | -12% | -4% | 16% | -9% | 7% | 47 | -5% | 16% | -2%
COc1ccc(C(=O)NCC(=O)N/N=C/C(C)=C/c2ccco2)cc1OC | u | -17% | -17% | -19% | -7% | 13 | 9% | u | u
NS(=O)(=O)c1ccc(NC(=O)COC(=O)Cc2ccc(Cl)cc2)cc1 | -7% | 3% | 1% | 3% | -34% | 36 | 7% | 11% | 1%
COc1cc(N2CCCC2)ccc1C=O | -3% | -7% | -12% | -3% | -2% | -1 | 1% | -5% | -3%
CC(C)CCOc1ccc(C2(C)NC(=O)N(CN3CCOCC3)C2=O)cc1 (stereo not given) | -4% | 6% | 11% | -4% | 0% | 27 | 2% | -6% | -10%
Cc1cc(C)c(NC(=O)CN(C)C(=O)CCN2C(=O)C3CCCCC3C2=O)c(C)c1 (stereo not given) | x | x | -22% | 0% | 3% | 19 | x | -3% | -2%
Cc1ccc(C)c(N=Cc2ccc(-c3ccc([N+](=O)[O-])cc3)o2)c1 | -10% | -31% | -8% | -15% | -4% | -6 | -2% | 0% | -8%
CC(=O)c1ccc(NC(=O)CCC(=O)N2CC(C)Oc3ccc(C)cc32)cc1 (stereo not given) | 5% | -8% | -5% | 3% | -12% | 0 | 2% | -1% | 2%
O=C(CSc1nncs1)NCc1ccc(F)cc1 | 0% | 15% | 23% | 10% | -33% | 2 | -22% | 0% | 11%
O=S(=O)(Nc1ccc(O)c(CN2CCCCC2)c1)c1ccccc1 | -5% | 4% | -20% | -4% | -24%[57.1 µM] | -7 | 5% | 9% | -6%
COc1ccccc1NC(=O)Nc1nc(CC(=O)NCc2cccnc2)cs1 | -2% | 14% | 18% | -1% | -1% | 4 | 5% | 0% | 4%
CCn1c(=O)cc(SCC(=O)Nc2cccc(SC)c2)c2ccccc21 | -6% | 2% | -12% | -12% | -16% | -9 | u | 2% | -14%
CN(C)c1ccc(CN(C(=O)c2ccccc2Br)C2CCS(=O)(=O)C2)cc1 (stereo not given) | 0% | x | -1% | 0% | -3% | -7 | 5% | 2% | 1%
COc1cc2ccccc2nn1 | -114%[inhibitor] | 2% | 4% | -1% | 6% | 18 | -15% | -8% | 1%
COC(=O)C1=C(C)NC(=O)NC1c1ccc(OCC(=O)N2CCCCC2)cc1 (stereo not given) | -1% | 3% | 17% | 13% | -1% | -7 | 3% | 6% | 14%
SMILES | SW480 rerep | ATXN2 expr inh | KB-V1 MDR tox | HT1080NT lethal | WRN helicase inh | IL-1B inflam inh | MCF10A rerep | KB-3-1 cytotox | HT1080 IDH1KD tx
Cc1ccc(N(C(=O)c2sc(C)nc2C)C(C(=O)NC(C)(C)C)c2ccncc2)cc1 (stereo not given) | -6% | -18% | -17% | 8% | 10% | 0 | -2% | 9% | 1%
O=C(c1ccccc1S(=O)(=O)NCc1ccccc1)N1CCCC1 | 1% | 5% | -9% | 11% | -2% | 10 | -15% | 23% | 10%
CC(OC(=O)c1ccc2c(c1)OCCO2)C(=O)c1ccccc1 (stereo not given) | -5% | 73%[activator] | -17% | 0% | -9% | -9 | 5% | -3% | 14%
COC(C[C@@H](O)C[C@@H](O)COCc1ccccc1)OC | -1% | -7% | -15% | -5% | 3% | 4 | -28% | -17% | -2%
COC(=O)COc1cc(Cl)c(C=O)cc1OC | 0% | x | 1% | 1% | -5% | -6 | -2% | -3% | -8%
CCOc1cccc(NC(=O)C2CCCN(S(=O)(=O)c3ccc(OC)cc3)C2)c1 (stereo not given) | -5% | 0% | u | u | -9% | -17 | -4% | 0% | u
CCCCCCNCCn1cnc2c(N)ncnc21 | 2% | 1% | 2% | 1% | -1% | 18 | -2% | 4% | 0%
CC(=O)c1ccc(OCCCOc2cccc3cccnc23)cc1 | u | -6% | -15% | -4% | -3% | -70* | 13% | 4% | -1%
CC(=N\Nc1ccc(Cl)cc1)/C(=N/O)C(=O)Nc1ccccc1 | 0% | -6% | -5% | -25% | -8% | -16 | 4% | 1% | -2%[9.24 µM]
CCCCOC(=O)Nc1cccc(C(=O)OCC)c1 | -9% | 31% | -6% | -2% | -29% | -22 | 4% | 0% | 0%
Cc1c(N2C(=O)c3ccc(F)cc3C2=O)c(=O)n(-c2ccccc2)n1C | -14% | -6% | 23% | 0% | -6% | -9 | -8% | 0% | 14%
Cc1nc2ccc(F)cc2cc1C(=O)NCc1ccco1 | -2% | 39% | -7% | 16% | 2% | -16 | 5% | 0% | 14%
CCN(CC)S(=O)(=O)c1ccc(N2CCOCC2)c(NC(=O)CN2C(=O)NC3(CCCC3)C2=O)c1 | 1% | 3% | -13% | 3% | 1% | 10 | 3% | 9% | 2%
Cc1ccc(S(=O)(=O)NC2CCCC2)cc1C(N)=O | 13% | -12% | -2% | 0% | 3% | 17 | 1% | -11% | 5%
COc1ccc(C(=O)O)cc1S(=O)(=O)NCc1ccncc1 | -15% | -5% | u | 4% | -2% | 3 | -11% | 1% | 19%
CC(C)Cn1c(N)c(C(=O)CSc2nnnn2-c2ccc(Cl)cc2)c(=O)n(C)c1=O | 14% | x | 8% | -2% | -8% | 7 | 5% | 0% | -5%
O=C(O)C(CCc1ccccn1)c1ccccc1 (stereo not given) | -10% | -11% | -4% | 17% | -4% | -10 | -18% | 0% | 12%
O=C(CCCCO)CCCCCCCC[C@H]1N[C@H](CO)[C@H](O)[C@@H]1O[C@@H]1O[C@H](CO)[C@@H](O)[C@H](O)[C@H]1O | -8% | 4% | -6% | 10% | -1% | 32 | -27% | 0% | 11%
COc1cc(/C=N\NC(=O)c2ccc(Cn3cc(Br)c([N+](=O)[O-])n3)o2)cc(OC)c1O | -7% | -18% | -2% | 0% | 8% | 6 | u | -2% | 7%
COc1ccccc1C(=O)COC(=O)Cn1c(C)csc1=O | -4% | -1% | 11% | 16% | 2% | 2 | -2% | 0% | 13%
CC1=C(C(=O)N(C(C)C)C(C)C)CC(CC(=O)NCCN2CCOCC2)C(=O)N1Cc1ccc(F)cc1 (stereo not given) | x | 1% | 11% | 19% | 7% | -2 | x | 0% | 18%
COc1cc(NC(=O)C2CC(c3ccc(Cl)cc3)=NO2)cc(OC)c1OC (stereo not given) | 0% | -9% | 10% | 10% | 1% | -17 | 0% | -4% | -1%
O=C(COc1cnc2ccccc2n1)NCCC1=CCCCC1 | -2% | 4% | u | -1% | -2% | 17 | 3% | -1% | -3%
CCc1cnc(Nc2nc(C(N)c3ccccc3Cl)cs2)nc1 (stereo not given) | x | -14% | u | -22% | 6%[57.1 µM] | -13 | x | -14% | -1%

Some of these compounds in order of SMILES length, falling.
SMILES | SW480 rerep | ATXN2 expr inh | KB-V1 MDR tox | HT1080NT lethal | WRN helicase inh | IL-1B inflam inh | MCF10A rerep | KB-3-1 cytotox | HT1080 IDH1KD tx
CC(C)Cn1c(N)c(C(=O)CSc2nnnn2-c2ccc(Cl)cc2)c(=O)n(C)c1=O | 14% | x | 8% | -2% | -8% | 7 | 5% | 0% | -5%
Cc1ccc(S(=O)(=O)NC2CCCC2)cc1C(N)=O | 13% | -12% | -2% | 0% | 3% | 17 | 1% | -11% | 5%
O=C(COc1cnc2ccccc2n1)NCCC1=CCCCC1 | -2% | 4% | u | -1% | -2% | 17 | 3% | -1% | -3%
